Compound activity as filed in PubChem.
MBD2 DNA inh: inhibitors of human MBD2 binding to methylated oligonucleotide | inhibition, % at 4.4 µM | hit rate 0.31% among 370,000 | TR-FRET | AID 686964 | Q9UBB5; in the data active means inhibition above about 13%
rCAG binder: r(CAG) repeat RNA binding; TO-PRO-1 dye displacement fluorescence; inhibition, % at 3 µM; hit rate 1.3% among 370,000; AID 651821;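 active means inhibition above the plate cutoff, the mean of all test compounds on that plate plus 3 SD, cut at about 35% in these data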;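 further: 0% = DMSO alone and 100% = 100 µM mitoxantrone as full dye displacement; higher means more dye released from RNA so lower well fluorescence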
GC-B act: GC-B (human) receptor activation | HEK293-GC-B cells, CNP EC30, cGMP TR-FRET; 0% at EC30 CNP, 100% saturating CNP | hit rate 0.11% among 370,000 | AID 1920062 | activation, % at 10 µM;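 active means activation at 10 µM reaching about 35% in either raw or pattern-adjusted values, limit read from the data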
HTRA1 inh: inhibitors of human serine peptidase HTRA1; inhibition, % at 5.96 µM; hit rate 0.5% among 340,000; AID 504803; recombinant HTRA1, FP-rhodamine activity-based probe, fluorescence polarization; in the data active means inhibition above about 36%;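 further: 0% = enzyme with DMSO and 100% = wells lacking enzyme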
TCR CD3 inh: human TCR-CD3 binding inhibition | inhibition, % at 9.4 µM | AID 651800 | hit rate 0.37% among 360,000 | TAMRA-labeled TCR probe fluorescence, biochemical; in the data active means inhibition above about 19%;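 further: recombinant mutant TCR 2C K166C tagged with TAMRA read by polarization; 0% = receptor in buffer alone and 100% = receptor with positive control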
LEDGF integ inh: blocks HIV-1 LEDGF/p75-dependent DNA integration; TR-FRET IN-LEDGF/p75 DNA integration, Eu/Cy5; inhibition, % at 3.7 µM; hit rate 0.64% among 370,000; AID 743269;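 active means inhibition above the screen-wide mean plus 3 SD, cut at about 13% in these data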;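 further: signal is the Cy5 over europium emission ratio at 671 and 618 nm; 0% = plate median of compound wells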
PRMT1 FP inh: PRMT1 (human) inhibition, primary screen; hit rate 1.3% among 370,000; recombinant PRMT1, activity-based probe fluorescence polarization; inhibition, % at 2.79 µM;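 active means inhibition above about 21% made by adding two undisclosed values, limit read from the data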
SIAE primary: inhibitors of human sialic acid acetylesterase SIAE; hit rate 0.69% among 370,000; Q9HAT2; SIAE FP-Rh probe binding, fluorescence polarization; inhibition, % at 9.66 µM; AID 1053197;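 active means inhibition above a cutoff: mean of compounds within the control limits plus 3 SD of those, cut at about 17% in these data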;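 further: 0% = plate median of compound wells and 100% = probe without SIAE protein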
mABHD4 FP: inhibits mouse alpha/beta hydrolase domain 4; Q8VD66; purified mABHD4, FP-Rh probe fluorescence polarization; inhibition, % at 8.92 µM; hit rate 0.54% among 370,000; AID 720543;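 active means inhibition exceeding the mean over every tested compound plus 3 SD, cut at about 30% in these data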;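 further: 0% = plate median of compound wells and 100% = S159A mutant with DMSO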
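Assay system: mouse ABHD4 enzyme, wild type / Also added: fluorescent activity-based probe FP-Rh / Doses: single nominal dose of 8.92 µM, 0.89% DMSO final / Timing: 45 min compound pre-incubation plus 60 min probe step, 25 °C / Signal: FP readout, ex 525 nm / em 598 nm / Control set: S159A mutant/DMSO as 100%, compound-well median as 0%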
TDP2 absorb: blocks human TDP2 phosphodiesterase activity. recombinant TDP2, T5PNP hydrolysis, p-nitrophenol absorbance 415 nm. hit rate 0.34% among 370,000. inhibition, % at 12.8 µM;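 active means inhibition above the mean of all tested compounds plus 3 SD, set per campaign, cut at about 25% in these data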;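 further: 0% = DMSO with enzyme and 100% = buffer with substrate but no TDP2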
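System – recombinant human TDP2 · Amount – 120 nM TDP2 per well · Buffer or medium – Mg2+-containing Tris-HCl buffer, pH 7.5 · Reagent – T5PNP substrate, 5 mM · Dosing – 12.8 µM single point, 1% DMSO · Incubation – 2 h at 37 °C · Measured by – epi absorbance · Read-out basis – percent inhibition · Benchmarks – high control without enzyme, low control DMSO plus TDP2 · Repeats – singlicate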
* = called active by the depositor; nt = not tested or not shown.

SMILES	MBD2 DNA inh	rCAG binder	GC-B act	HTRA1 inh	TCR CD3 inh	LEDGF integ inh	PRMT1 FP inh	SIAE primary	mABHD4 FP	TDP2 absorb
COc1cc(N2C(=O)C=CC2=O)ccc1N1C(=O)C=CC1=O	4.0	8.0	24.6	-0.2	5.5	9.4	91.4*	-2.1	4.6	3.2
COc1ccccc1C/C(N)=N/OC(=O)COc1ccc(C)cc1C	-2.1	-3.0	3.2	-7.2	-3.1	-0.4	-1.3	-5.6	-4.8	0.0
Cc1cc(C)cc(OCC(=O)N(Cc2cccs2)C2CCS(=O)(=O)C2)c1 (centres undefined)	-4.5	-6.9	-5.9	-3.3	3.7	-2.9	-1.2	3.2	-1.8	1.6
Cc1cc(O)c(C2(O)C(=O)Nc3cc(Br)ccc32)cc1C (centres undefined)	-2.7	7.2	-9.7	-26.7	-6.1	-3.7	4.8	4.6	8.0	-3.5
CCOc1cc(NC(=S)NCCCN2CCOCC2)c(OCC)cc1NC(=O)C1CC1	2.1	-6.7	-6.8	6.5	-7.6	-0.9	-1.5	-3.8	2.4	10.8
COc1ccc(-c2c(Cc3ccccc3)nc(NC(=O)c3ccccc3)n2Cc2ccc(OC)cc2OC)cc1	-2.1	10.6	-2.5	nt	nt	0.2	-3.8	0.1	5.7	3.0
CC(C)C(C(=O)NCc1ccccc1)N(C)Cc1ccc(Cl)c(Cl)c1 (centres undefined)	2.7	0.6	-3.8	nt	-2.7	-3.3	5.7	-5.2	-16.7	-6.8
O=C(N/N=C/c1cc(Br)c(O)c([N+](=O)[O-])c1)C(O)(c1ccccc1)c1ccccc1	0.2	17.1	-6.5	nt	7.7	-1.5	-1.2	12.7	6.1	7.3
Cc1ccc(S(=O)(=O)N2CCOC2CNC(=O)C(=O)NCCc2ccc(S(N)(=O)=O)cc2)cc1 (centres undefined)	5.6	1.6	-3.6	-6.0	-3.5	-4.1	3.4	-9.3	4.3	-8.7
Cc1ccc(-c2cc(C(=O)N/N=C/c3c[nH]c4ccccc34)[nH]n2)cc1	-0.7	32.8	-9.2	-1.2	3.6	1.2	-0.6	5.0	2.6	-2.7
Nc1ncnc2c1ncn2[C@@H]1O[C@H](C(=O)NCC(F)(F)F)[C@@H](O)[C@H]1O	0.0	2.2	-9.6	nt	-1.8	-7.0	-1.9	51.2*	1.3	0.8
O=C(N/C(=C\c1ccc([N+](=O)[O-])cc1)C(=O)N1CCOCC1)c1ccco1	-3.0	0.9	0.7	0.3	8.3	2.7	-6.5	3.3	-1.1	-4.7
CS(=O)(=O)N(CC(=O)N/N=C/c1ccc(OCC(=O)N2CCOCC2)cc1)c1ccccc1Cl	2.8	1.3	-1.5	5.5	1.8	-0.4	2.6	-3.0	2.1	1.0
CCN(C(=O)Cc1c(C(=O)O)n(C)c2ccccc12)c1ccc(F)cc1	-1.2	10.4	3.6	nt	0.9	-0.4	2.5	2.8	2.4	6.5
O=C(NNC(=O)c1cc(Br)c(Br)s1)c1ccncc1	1.6	7.6	-0.1	16.2	-16.5	2.3	-2.0	-0.4	-5.0	-19.0
c1nnn(C23CC4CC(CC(C4)C2)C3)n1	-1.1	-1.9	6.4	6.3	1.2	1.7	-1.6	0.5	-0.6	4.3
COCCNC(=O)C1CCN(C(=O)C2CC(=O)N(c3ccc(C)cc3)C2)CC1 (centres undefined)	0.7	-2.3	2.4	2.9	8.0	4.8	-2.0	2.8	-4.8	9.1
COc1ccc(-c2cc(=O)c3c(C)cc(O)cc3o2)cc1	2.8	9.2	-0.5	-18.2	2.9	0.7	2.4	-43.6	-48.6	-4.1
Cc1ccc(Cl)cc1-c1cc(C(=O)NCc2ccccc2)[nH]n1	-2.7	3.7	6.1	nt	3.4	-1.2	-3.6	1.0	-29.3	3.4
CC1(C)CC(N(Cc2cccs2)C(=O)c2ccco2)CCO1 (centres undefined)	3.4	0.7	-3.8	0.9	-3.7	2.4	4.8	2.4	4.7	1.8
CCc1onc(C)c1C(=O)Nc1ccc(N2CCOCC2)cc1	-4.5	0.2	2.8	-1.0	3.5	3.8	-2.1	1.4	2.4	-0.6
Cc1ccc(OCC(O)CN2CCN(CC(O)COc3ccc(C)cc3)CC2)cc1 (centres undefined)	-1.8	-11.0	6.5	3.2	-3.4	3.3	4.0	-6.8	3.0	-2.1
CN(c1ccc(C(=O)N2CCCCC2)cc1)S(=O)(=O)c1ccccc1	-3.6	-7.1	6.2	-2.3	-0.4	1.5	3.0	3.1	-0.5	6.2
COC(=O)c1ccc(NCC(=O)c2ccccc2)cc1	5.0	2.5	6.4	-2.8	10.4	-1.5	0.2	-5.1	-6.1	-1.7
Cc1cc(C)c(C#N)c(SCc2cc3c(cc2Cl)OCO3)n1	2.3	2.3	-1.9	0.9	4.2	4.2	2.6	-4.1	0.9	-6.7
CCN(CC(=O)Nc1c(F)cccc1F)C(=O)c1ccc(S(=O)(=O)N2CCC(C)CC2)cc1	-3.5	-1.9	-1.2	1.4	-2.9	3.0	-1.2	-15.6	-6.8	-16.0
O=C(NCCc1ccccc1)OCc1cn(-c2c(F)cccc2F)nn1	0.8	11.4	1.1	nt	nt	-5.2	-4.1	3.1	1.4	7.1
Cc1ccc(N2C(=O)C3C4CC(=O)C(c5ccccc54)C3C2=O)cc1C (centres undefined)	-5.0	-0.1	3.1	1.5	-4.8	3.4	-3.0	7.4	-1.3	-19.9
CN(Cc1ccc2ccccc2c1)C(=O)c1ccc(C(F)(F)F)cc1	2.7	-1.2	-3.5	-20.0	1.8	2.5	-3.0	0.8	-14.9	12.0
CCOC(=O)C1=C(C)N=C2SC(C(=O)OC)=CC(=O)N2C1c1ccc(OC)cc1 (centres undefined)	6.7	2.1	7.9	-7.3	-9.4	3.9	2.0	-4.6	-9.7	5.3
CCC(C)Sc1nc2c(cnn2-c2ccc(F)cc2)c(=O)[nH]1 (centres undefined)	4.0	4.0	3.1	-3.2	-9.5	-1.1	0.0	4.7	-0.2	8.4
O=C(NC(=S)N1CCN(Cc2ccccc2)CC1)c1ccccc1	0.3	-5.9	5.6	2.5	-1.7	1.4	0.2	-4.9	3.6	3.9
COc1ccc(OC)c2[nH]c(=O)c(CCNC(=O)c3cccs3)cc12	1.1	0.5	-7.1	2.9	10.0	0.6	-0.4	3.4	0.8	11.7
CCc1cc2c(=O)n(CC)c(SC(C)C(=O)Nc3c(C)n(C)n(-c4ccccc4)c3=O)nc2s1 (centres undefined)	0.8	-8.3	0.2	-0.5	2.7	-1.7	-2.1	-1.7	6.5	-10.7
COCCN(C(=O)CC1C(=O)NCCN1CC(c1ccccc1)c1ccccc1)C(C)C (centres undefined)	-4.5	-9.6	-0.1	-1.9	-3.3	-3.4	2.7	2.9	1.8	-0.4
C[C@H](CO)N1C[C@H](C)[C@@H](CN(C)S(=O)(=O)c2cn(C)cn2)Oc2c(NS(=O)(=O)c3ccccc3)cccc2C1=O	2.9	5.6	0.6	2.8	6.0	-2.9	1.0	-0.3	1.1	7.7
CC1CCC2(CC1)NC(=O)N(CC(=O)Nc1ccc3c(c1)CCC3)C2=O (centres undefined)	1.4	-2.1	-3.6	-4.7	-4.8	-1.8	3.3	-0.5	-2.1	-4.8
N#C/C(=C\c1cccc([N+](=O)[O-])c1)c1ccccn1	1.6	1.1	-3.4	-3.4	2.4	-1.3	-1.9	0.5	-2.7	3.2
COc1ccccc1C(=O)C1CCCN(C(=O)CSc2ccccn2)C1 (centres undefined)	0.3	-6.1	2.2	4.6	-1.8	-4.2	9.0	-5.4	5.8	9.0
CN(C)CCCN1c2ccccc2Sc2ccc(C(F)(F)F)cc21	1.4	2.5	-12.9	6.2	-4.0	0.2	-1.3	3.1	16.7	2.1

The last four entries of the part before are carried over, then new ones follow.
SMILES	MBD2 DNA inh	rCAG binder	GC-B act	HTRA1 inh	TCR CD3 inh	LEDGF integ inh	PRMT1 FP inh	SIAE primary	mABHD4 FP	TDP2 absorb
CC1CCC2(CC1)NC(=O)N(CC(=O)Nc1ccc3c(c1)CCC3)C2=O (centres undefined)	1.4	-2.1	-3.6	-4.7	-4.8	-1.8	3.3	-0.5	-2.1	-4.8
N#C/C(=C\c1cccc([N+](=O)[O-])c1)c1ccccn1	1.6	1.1	-3.4	-3.4	2.4	-1.3	-1.9	0.5	-2.7	3.2
COc1ccccc1C(=O)C1CCCN(C(=O)CSc2ccccn2)C1 (centres undefined)	0.3	-6.1	2.2	4.6	-1.8	-4.2	9.0	-5.4	5.8	9.0
CN(C)CCCN1c2ccccc2Sc2ccc(C(F)(F)F)cc21	1.4	2.5	-12.9	6.2	-4.0	0.2	-1.3	3.1	16.7	2.1
Cc1ccc(NC(=S)N(Cc2cccc(Br)c2)CC2CCC(C(=O)O)CC2)cc1 (centres undefined)	1.1	24.1	3.9	-4.9	13.0	0.9	1.5	3.8	-22.3	-8.9
CC(C)[C@H](NC(=O)Nc1ccc(Oc2ccccc2)cc1)C(=O)O	1.7	6.0	0.4	-4.8	2.9	1.0	-2.2	1.2	2.3	1.4
Cc1ccc(NC(=S)N(Cc2ccc(Cl)cc2)Cc2ccc(C(=O)O)cc2)cc1Cl	2.8	76.2*	-4.8	-48.3	-2.3	6.2	3.6	-9.3	-29.0	-9.1
O=C(OCc1cc(=O)n2ccsc2n1)C1(c2ccc(Cl)cc2)CC1	2.9	2.5	-5.7	-1.3	2.8	2.1	0.3	-6.4	-3.8	-0.8
CC1CCc2sc3ncnc(N4CCN(CCO)CC4)c3c2C1 (centres undefined)	-0.8	-7.3	3.3	0.0	1.8	-3.2	-3.2	3.4	-0.7	10.2
NC(=O)CSc1nc2ccccc2c(=O)n1CCc1ccccc1	-2.4	-2.0	-16.8	0.2	-4.5	-6.6	2.8	-4.1	1.5	-7.6
Cc1ccc(N(CC(=O)Nc2ccc(C)cn2)S(=O)(=O)c2c(C)nn(C)c2C)cc1	3.3	-3.4	1.4	-3.1	5.0	-0.4	-1.8	-5.3	4.2	-1.2
COC(=O)[C@]12CCCCC=C1N(Cc1ccc(OC)cc1)C(=O)[C@@H]2CC(=O)N1CCCC1	1.6	-0.5	5.4	nt	nt	-4.3	7.7	3.6	5.1	-4.9
CCOc1cc(N2CCOCC2)c(OCC)cc1NC(=O)COC(=O)c1ccc([N+](=O)[O-])o1	-4.2	1.1	36.7*	18.0	1.8	-1.4	-1.7	6.3	4.7	6.1
Cn1c(=O)[nH]c(NC2CCCCC2)c(N=O)c1=O	-1.1	-1.4	-2.9	3.8	0.6	-3.3	-0.5	-0.6	9.3	-4.2
COC(=O)[C@]12C=CCN1[C@@H](c1ccc(C(F)(F)F)cc1)c1c(c3ccccc3n1S(=O)(=O)c1ccc(C)cc1)C2	-5.3	26.4	1.5	nt	nt	-4.5	5.0	-10.9	15.3	1.8
CCOc1ccc(NC(=O)COc2nsnc2N2CCCCC2)cc1	-4.0	-2.1	2.0	-5.3	5.4	1.3	-2.3	-1.3	-1.5	-1.2
CN1CCN(c2nc3c(c(=O)[nH]c(=O)n3C)n2CCSc2nc3ccccc3s2)CC1	3.0	-0.3	3.1	-4.5	2.6	1.1	-3.4	4.9	-6.5	9.5

This is a subset. The share of hits here may be higher or lower than overall.
